Screening results: PubChem BioAssay, several laboratories
NR2F2 inh = NR2F2 transcriptional activity inhibitors, primary screen, cell-based, luciferase reporter, HEK293T, luminescence; HEK293T NGFI-A luciferase reporter; inhibition, % at 8.6 µM; 370,000 compounds, 0.7% hits; AID 686940, 2013;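 active = inhibition above a per-plate cutoff, mean inhibition of test wells between control levels plus 3 SD, cut at about 38% in these data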;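 also: cells cotransfected with COUP-TFII expression vector driving the NGFI-A reporter; 0% = median of COUP-TF2 test wells and 100% = reporter-only cells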
Shn3 inh set2 = reduction of Shn3 3'UTR firefly luciferase signal, primary screen, Schnurri-3 inhibitor project, cell-based, Clone20 osteoblasts, set 2; AID 588674, 2011; inhibition, % at 12.5 µM; Clone20 osteoblast Shn3 3'UTR firefly luciferase, 24 h; 360,000 compounds, 0.52% hits;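 active = mean inhibition of at least 75% with every replicate also reaching 75%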;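 also: 0% = median of neutral control wells and 100% = pilot-screen positive control compound; some compounds past the cut are filed as inactive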
TWEAK Fn14 block = inhibitors of TWEAK-Fn14 signaling, primary screen, luciferase reporter cells, uHTS; TWEAK-stimulated Fn14 reporter cells, luciferase luminescence, 8 h; 360,000 compounds, 2% hits; inhibition, % at 10 µM; AID 1159606, 2016; in the data active = inhibition above about 50%
CF NFkB inh = inhibitors of PAF-induced NF-kB signaling, primary screen, cell-based, GFP fluorescence, uHTS. KKLEB NF-kB-GFP reporter, GFP fluorescence overnight. inhibition, % at 5 µM. 360,000 compounds, 0.86% hits;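 active = at least 50% inhibition at 5 µM, scaled per plate between neutral and stimulator controls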;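 also: PAF is a Pseudomonas aeruginosa culture filtrate used as stimulus; plate controls were PAF-stimulated DMSO wells for no effect and unstimulated DMSO wells for full effect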
TRAIL sens C8 = viability loss with TRAIL in NB7+C8 cells, primary screen, TRAIL sensitizer project, cell-based, ATPlite luminescence; inhibition (viability loss, TRAIL sensitization), % at 10 µM; 360,000 compounds, 1% hits;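 active = compounds causing at least 50% loss of cell viability in the single-dose screen, relative to plate controls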
SRC3 inh = SRC3 coactivator transcriptional activity inhibitors, primary screen, cell-based, luminescence; HEK293 GAL4-SRC3 luciferase reporter; inhibition, % at 3.6 µM; 360,000 compounds, 0.17% hits;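 active = inhibition above a per-campaign cutoff, the mean of all compounds plus 3 SD, cut at about 60% in these data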;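 also: 0% = DMSO-treated cells and 100% = gossypol-treated cells at 36 µM; higher means less SRC3-driven luciferase light from the GAL4 reporter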
Target sequence (Q9Y6Q9 whole entry, looked up, the tested form may be a part): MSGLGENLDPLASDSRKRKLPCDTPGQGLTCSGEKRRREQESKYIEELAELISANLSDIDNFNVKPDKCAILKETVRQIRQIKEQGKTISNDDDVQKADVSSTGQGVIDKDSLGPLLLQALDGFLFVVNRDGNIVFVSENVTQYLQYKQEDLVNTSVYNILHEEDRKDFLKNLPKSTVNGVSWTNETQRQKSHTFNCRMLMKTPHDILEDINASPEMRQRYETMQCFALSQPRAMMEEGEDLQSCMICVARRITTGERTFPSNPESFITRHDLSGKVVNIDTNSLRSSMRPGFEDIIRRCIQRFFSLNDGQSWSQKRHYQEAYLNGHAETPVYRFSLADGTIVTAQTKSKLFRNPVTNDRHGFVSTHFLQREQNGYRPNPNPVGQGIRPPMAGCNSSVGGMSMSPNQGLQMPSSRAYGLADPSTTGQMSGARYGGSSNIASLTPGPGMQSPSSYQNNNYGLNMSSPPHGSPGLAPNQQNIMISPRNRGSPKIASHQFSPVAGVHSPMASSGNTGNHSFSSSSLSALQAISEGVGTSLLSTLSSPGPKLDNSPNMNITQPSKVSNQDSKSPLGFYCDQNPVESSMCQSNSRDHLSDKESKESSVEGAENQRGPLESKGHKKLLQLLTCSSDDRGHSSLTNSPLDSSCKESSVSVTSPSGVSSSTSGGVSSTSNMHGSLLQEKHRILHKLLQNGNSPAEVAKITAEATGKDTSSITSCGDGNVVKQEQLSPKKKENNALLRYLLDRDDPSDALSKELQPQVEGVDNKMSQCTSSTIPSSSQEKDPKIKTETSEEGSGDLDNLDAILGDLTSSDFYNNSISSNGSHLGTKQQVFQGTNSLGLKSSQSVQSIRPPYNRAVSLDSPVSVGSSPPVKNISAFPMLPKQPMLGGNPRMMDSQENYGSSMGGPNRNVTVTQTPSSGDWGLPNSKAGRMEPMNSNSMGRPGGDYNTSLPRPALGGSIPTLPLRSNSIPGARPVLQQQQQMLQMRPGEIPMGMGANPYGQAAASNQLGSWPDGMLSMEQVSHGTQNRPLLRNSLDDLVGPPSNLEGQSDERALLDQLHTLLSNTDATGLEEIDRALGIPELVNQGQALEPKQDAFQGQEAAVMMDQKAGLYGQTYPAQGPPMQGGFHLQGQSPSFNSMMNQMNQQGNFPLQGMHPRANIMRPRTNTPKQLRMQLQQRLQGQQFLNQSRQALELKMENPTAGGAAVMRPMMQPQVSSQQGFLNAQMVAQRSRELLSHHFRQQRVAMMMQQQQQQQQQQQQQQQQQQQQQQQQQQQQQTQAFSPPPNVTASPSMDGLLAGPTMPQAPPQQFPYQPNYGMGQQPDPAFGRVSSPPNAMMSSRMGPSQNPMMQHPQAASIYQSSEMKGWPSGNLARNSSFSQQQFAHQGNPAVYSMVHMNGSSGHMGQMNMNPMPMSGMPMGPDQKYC
SRC1 inh = SRC1 coactivator transcriptional activity inhibitors, primary screen, cell-based, luminescence. HEK293 GAL4-SRC1 luciferase reporter. inhibition, % at 3.6 µM. 360,000 compounds, 0.12% hits. AID 588354, 2011;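 active = inhibition above the campaign mean plus 3 SD, with each screening campaign given its own cutoff, cut at about 60% in these data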;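 also: 0% = DMSO treated cells and 100% = gossypol at 36 µM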
TROY signal inh = inhibitors of TROY-driven NF-kB signaling, primary screen, Q293 LMP1-TROYcd cells, NF-kB luciferase, uHTS; Q293 LMP1-TROYcd NF-kB luciferase reporter, 4 h; inhibition, % at 10 µM; 360,000 compounds, 0.98% hits;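 active = compounds whose plate-normalised and pattern-corrected inhibition of the luciferase reporter signal at the single screening dose is 50% or more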
EBV LMP1 NFkB = EBV LMP1-driven NF-kappaB luciferase reporter inhibitors, primary screen, cell-based, luminescence, single point; 350,000 compounds, 0.69% hits; AID 504558, 2011; LMP1-induced NF-kappaB luciferase reporter cells; inhibition, % at 12.5 µM; in the data active = inhibition above about 41%;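 also: 0% = neutral control wells and 100% = reference inhibitor control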
LRH-1 inv ag = LRH-1 (NR5A2) inverse agonists, primary screen, cell-based, luminescence, HEK293T, StAR-luciferase reporter; Nuclear receptor subfamily 5 group A member 2 (Homo sapiens), O00482; LRH-1 transfected, 24 h; inhibition, % at 3.6 µM; 360,000 compounds, 0.13% hits; AID 602396, 2012;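 active = inhibition above the mean inhibition of all tested compounds plus 3 SD, cut at about 73% in these data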;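 also: 0% = DMSO wells and 100% = reporter-only cells lacking LRH-1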
KKLEB cytotox = cytotoxicity in KKLEB CF airway cells, primary screen, cytotoxicity control for CF NF-kB inhibitor project, cell-based, uHTS, fluorescence assay plates; KKLEB CF airway cells viability, ATPlite luminescence, overnight; hits give low values; cells stimulated with P. aeruginosa culture filtrate; activity change (cytotoxicity), % at 5 µM; 360,000 compounds, 0.36% hits; AID 602141, 2011;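 active = corrected activity change at or below -50% at 5 µM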
Numbers without * were called inactive; nt = not tested or not shown. Some of the compounds tested. The share of hits here may be higher or lower than overall.

structure	NR2F2 inh	Shn3 inh set2	TWEAK Fn14 block	CF NFkB inh	TRAIL sens C8	SRC3 inh	SRC1 inh	TROY signal inh	EBV LMP1 NFkB	LRH-1 inv ag	KKLEB cytotox
CSc1nsc(NC(=O)OCc2ccc(Cl)cc2)n1	4	5	-7	2	12	-3	-1	18	1	-5	-11
OCc1ccc(N=Nc2ccccc2)cc1	-44	-63	-5	-14	5	-78	-91	-35	28	-74	23
Cc1cc(Cl)c(C)c(S(=O)(=O)N2CCN(C(=O)C3CCCO3)CC2)c1Cl (stereo unspecified)	14	16	6	0	-10	9	-10	-7	-42	-6	-10
CC1=C(C(=O)Nc2cc(C(=O)NCCCOC(C)C)ccc2C)SCCO1	-8	-5	-9	-13	5	-13	4	-18	3	6	5
CCCCc1nc2ccccc2c(NC(=O)CN(CC)CC)c1CCC	22	-2	2	-8	5	-2	16	-9	-1	11	6
O=C(N1CCOCC1)C12CC3CC(C1)CC(c1ccccc1)(C3)C2	-13	0	7	9	-19	9	-20	8	-6	13	-11
CC[C@H](C)[C@@H](CO)NC(=O)[C@H]1O[C@@H](n2ccc(N)nc2=O)[C@H](O)[C@@H]1O	7	-4	-31	11	-1	-8	2	10	nt	7	-1
CCOc1ccc(CCNC(=O)COC(=O)COc2ccc(Br)cc2)cc1OCC	23	-8	-11	15	-16	7	7	1	0	54	-25
Cc1ccc(S(=O)(=O)CCC(=O)N2CCN(c3ccc([N+](=O)[O-])cc3)CC2)cc1	10	50	1	-30	4	0	5	11	9	5	19
Cc1ccc(F)c(S(=O)(=O)NC(=O)C2(C)CCN2C(=O)c2ccc(C(F)(F)F)nc2C)c1 (stereo unspecified)	-7	12	-12	-23	2	13	12	-6	nt	34	0
O=C(Cn1cnc2ccccc21)OCC(=O)N1CCc2ccccc2C1	7	-3	-18	-11	3	6	-3	-3	3	6	-5
O=C(NN=C1CCCC1)c1ccc(Br)cc1	-21	-14	-1	-3	-13	0	-6	-7	2	5	-1
Cn1nc(C(=O)NCc2cccc(F)c2)cc1C(=O)NCc1cccc(F)c1	-2	14	-10	-38	0	15	-22	12	-8	23	14
CN1CCN(C(=O)c2ccccc2NC(=O)c2ccc(C(C)(C)C)cc2)CC1	-3	7	8	-10	-1	16	-75	-14	0	4	-2
COc1ccc(CCNc2ncnc3sc(C)cc23)cc1OC	79*	89*	76*	5	22	26	19	32	26	46	-3
COc1ccc(OC)c(C(=O)CSc2nnnn2C)c1	-20	-11	-8	3	2	8	-7	-1	0	16	6
COc1cccc(C2CC(c3ccccc3)n3ncnc3N2)c1 (stereo unspecified)	-25	1	6	-10	-12	-4	-10	1	-6	-13	28
Cc1ccc(C)n1CCN1CCN(C(=O)CC#N)CC1	11	-14	-2	1	-5	-13	-16	0	-21	-2	2
CC(=O)NCc1ccc(-c2csc(N)n2)s1	-2	-13	-8	12	9	1	1	-14	-9	-7	-2
CC(C)C(C)(C#N)NC(=O)CSc1nc2scc(-c3ccccc3)c2c(=O)[nH]1 (stereo unspecified)	12	17	-1	9	25	12	7	28	-3	1	6

Remaining list, next part:
structure	NR2F2 inh	Shn3 inh set2	TWEAK Fn14 block	CF NFkB inh	TRAIL sens C8	SRC3 inh	SRC1 inh	TROY signal inh	EBV LMP1 NFkB	LRH-1 inv ag	KKLEB cytotox
Cc1c(C(=O)Nc2cccc(S(=O)(=O)N3CCCC3)c2)oc2ccccc12	13	-20	1	-4	5	-8	-13	-13	9	5	4
Cc1ccc(C(=O)N2CCCC(N(C)Cc3ccccc3)C2)s1 (stereo unspecified)	5	-14	-4	4	14	18	5	-1	0	-13	8
Cc1c(C(N)=O)cc([N+](=O)[O-])cc1[N+](=O)[O-]	6	-1	13	-18	-5	-1	3	5	-14	17	-1
CCC1NC(=O)c2cc(S(N)(=O)=O)c(Cl)cc2N1 (stereo unspecified)	12	-8	-5	10	-2	-7	0	6	30	8	16
CCc1cc(=O)oc2c3c(cc(OCC(=O)NCCCn4ccnc4)c12)OC(C)(C)CC3	-12	4	-17	-8	21	-9	-8	0	2	2	-8
COCOCCn1cc(CN2CCS(=O)(=O)N(Cc3ccc(-c4ccc(F)cc4)cc3)C(CC(C)C)C2=O)nn1 (stereo unspecified)	0	29	35	8	10	3	0	22	4	14	0
COc1cccc(/C=N\NC(=O)C2=NNC(=O)C2C)c1O (stereo unspecified)	-8	-34	-4	-6	62*	-37	-39	-46	-4	-120	2
C/C(CCc1oc2ccccc2c1-c1ccc(C)o1)=N/O	-1	-8	6	10	-8	3	-25	2	-7	5	-11
COc1cccc(NC(=O)CSc2nc3ccccc3c(=O)n2CCCC(=O)N2CCCC2)c1	5	8	12	-10	-8	11	2	12	-4	-2	9
CCOC(=O)c1c(C)[nH]c(C)c1S(=O)(=O)N1CCC(c2ccccc2)C1 (stereo unspecified)	-1	4	-8	1	8	9	1	10	-2	5	-7
CCOC(=O)CCCNC(=O)CCNC(=O)c1ccc(OCCC(C)C)cc1	-25	-3	-10	-14	2	8	4	3	nt	10	12
Cc1ccc(N(CC(=O)N2CCn3c2nc2ccccc23)S(=O)(=O)c2c(C)n[nH]c2C)cc1	0	0	16	15	6	7	-18	-12	-1	-15	-4
Cc1ccc(C)c(/C(O)=C2\C(=O)C(=O)N(CCCn3ccnc3)C2c2ccncc2)c1 (stereo unspecified)	-23	-12	-10	-3	-18	17	3	17	2	5	11
COc1ccccc1C(=O)Nc1ccnn1C1CCN(CC2CC=CCC2)CC1 (stereo unspecified)	-8	5	-17	-10	-32	-2	-6	-19	24	-8	-2
Cc1cccnc1NC(=O)CCNC(=O)c1ccc(Br)cc1	1	-17	4	6	-5	3	-5	4	-1	10	8
NC(=O)[C@@H]1CCCN1Cc1nc(-c2ccccc2)no1	-1	0	15	-8	-19	5	0	-1	1	0	17
CCOC(=O)CSc1nnc(Cc2ccccc2)n1-c1cccc(Cl)c1	nt	-14	1	8	-2	10	9	1	-3	15	-24
CC(C)N(Cc1nccn1C)C(=O)c1cc(COc2ccc3ncccc3c2)on1	40*	44	21	4	9	7	9	4	-5	21	-10
COc1cc(C(=O)OCC(=O)Nc2c(F)cccc2F)cc(OC)c1C	-9	5	4	-16	-5	15	-4	-18	-1	1	0
Clc1cccc(Cl)c1CSc1nnc(-c2sccc2-n2cccc2)o1	6	12	11	16	12	26	3	-53	-15	6	1

The listing continues.
structure	NR2F2 inh	Shn3 inh set2	TWEAK Fn14 block	CF NFkB inh	TRAIL sens C8	SRC3 inh	SRC1 inh	TROY signal inh	EBV LMP1 NFkB	LRH-1 inv ag	KKLEB cytotox
COc1cc(S(=O)(=O)N2CCN(C(=O)C3CC3)CC2)ccc1NC(C)=O	8	3	1	2	-7	-1	-1	1	-7	9	0
CN(C)S(=O)(=O)c1ccc(NC(=O)c2cc(-c3cccs3)nc3ccccc23)cc1	0	18	33	-16	1	17	-7	88*	-6	7	5
C[C@H](CO)N1C[C@H](C)[C@@H](CN(C)C(=O)Nc2ccc(F)cc2)Oc2cc(Br)ccc2S1(=O)=O	0	-7	16	24	-13	21	3	-2	-9	10	0
Cc1nc(-c2ccc(S(=O)(=O)NCc3ccccn3)s2)cs1	-1	15	-6	-1	-2	13	-9	-3	-12	-6	8
COc1ccc(-c2nc(CS(=O)(=O)CC(=O)NCc3cccc(Br)c3)c(C)o2)cc1	8	5	-22	-7	1	13	-13	17	-4	13	5
O=C(Nc1ccc2nc3n(c(=O)c2c1)CCCC3)c1cccc([N+](=O)[O-])c1	11	-18	-15	-9	23	-22	-53	-57	0	35	11
O=C(CCc1nc2ccccc2s1)OCC(=O)c1ccc[nH]1	-4	3	3	-24	3	5	-32	-5	-13	11	9
CCO[C@@H]1OC(C(=O)Nc2ccccc2)=C[C@H](C)[C@H]1CCCO	-4	-41	8	0	7	10	-2	30	3	-16	-14
CCOC(=O)NN=C1CCC(c2ccccc2)CC1 (stereo unspecified)	8	14	2	-29	-12	1	-44	-22	0	-4	4

Three compounds already listed, arranged by count of non-hydrogen atoms, descending.
structure	NR2F2 inh	Shn3 inh set2	TWEAK Fn14 block	CF NFkB inh	TRAIL sens C8	SRC3 inh	SRC1 inh	TROY signal inh	EBV LMP1 NFkB	LRH-1 inv ag	KKLEB cytotox
C[C@H](CO)N1C[C@H](C)[C@@H](CN(C)C(=O)Nc2ccc(F)cc2)Oc2cc(Br)ccc2S1(=O)=O	0	-7	16	24	-13	21	3	-2	-9	10	0
COc1ccc(-c2nc(CS(=O)(=O)CC(=O)NCc3cccc(Br)c3)c(C)o2)cc1	8	5	-22	-7	1	13	-13	17	-4	13	5
CCO[C@@H]1OC(C(=O)Nc2ccccc2)=C[C@H](C)[C@H]1CCCO	-4	-41	8	0	7	10	-2	30	3	-16	-14

Another view of some results above:
Sequence of screens: NR2F2 inh | Shn3 inh set2 | TWEAK Fn14 block | CF NFkB inh | TRAIL sens C8 | SRC3 inh | SRC1 inh | TROY signal inh | EBV LMP1 NFkB | LRH-1 inv ag | KKLEB cytotox
CC1=C(C(=O)Nc2cc(C(=O)NCCCOC(C)C)ccc2C)SCCO1
    -8 | -5 | -9 | -13 | 5 | -13 | 4 | -18 | 3 | 6 | 5
CCCCc1nc2ccccc2c(NC(=O)CN(CC)CC)c1CCC
    22 | -2 | 2 | -8 | 5 | -2 | 16 | -9 | -1 | 11 | 6
O=C(N1CCOCC1)C12CC3CC(C1)CC(c1ccccc1)(C3)C2
    -13 | 0 | 7 | 9 | -19 | 9 | -20 | 8 | -6 | 13 | -11
CC[C@H](C)[C@@H](CO)NC(=O)[C@H]1O[C@@H](n2ccc(N)nc2=O)[C@H](O)[C@@H]1O
    7 | -4 | -31 | 11 | -1 | -8 | 2 | 10 | nt | 7 | -1
CCOc1ccc(CCNC(=O)COC(=O)COc2ccc(Br)cc2)cc1OCC
    23 | -8 | -11 | 15 | -16 | 7 | 7 | 1 | 0 | 54 | -25
Cc1ccc(S(=O)(=O)CCC(=O)N2CCN(c3ccc([N+](=O)[O-])cc3)CC2)cc1
    10 | 50 | 1 | -30 | 4 | 0 | 5 | 11 | 9 | 5 | 19
Cc1ccc(F)c(S(=O)(=O)NC(=O)C2(C)CCN2C(=O)c2ccc(C(F)(F)F)nc2C)c1 (stereo unspecified)
    -7 | 12 | -12 | -23 | 2 | 13 | 12 | -6 | nt | 34 | 0
O=C(Cn1cnc2ccccc21)OCC(=O)N1CCc2ccccc2C1
    7 | -3 | -18 | -11 | 3 | 6 | -3 | -3 | 3 | 6 | -5
O=C(NN=C1CCCC1)c1ccc(Br)cc1
    -21 | -14 | -1 | -3 | -13 | 0 | -6 | -7 | 2 | 5 | -1
Cn1nc(C(=O)NCc2cccc(F)c2)cc1C(=O)NCc1cccc(F)c1
    -2 | 14 | -10 | -38 | 0 | 15 | -22 | 12 | -8 | 23 | 14
